Source: PubChem (Sanford-Burnham Center for Chemical Genomics)
NALP3 yeast inh = NALP3 inflammasome inhibitors in reconstituted yeast, primary screen, luminescence, uHTS. Yeast reconstituted NLRP3/ASC/caspase-1, beta-gal luminescence, 24 h. inhibition, % at 10 µM. actives 0.39% (n = 330,000);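 active means inhibition of 50% or more; inactive means inhibition below 50%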;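 further: plate controls were induced DMSO wells for no effect and uninduced yeast grown without galactose for full effect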
mIAP block = inhibitors of mouse IAP, primary screen, biochemical, luminescence, uHTS. intestinal alkaline phosphatase [Mus musculus]. purified mouse IAP, CDP-Star luminescence, 30 min. inhibition, % at 10 µM. actives 0.2% (n = 330,000);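 active means inhibition of at least 40% at 10 µM in the primary screen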;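 further: plate controls were DMSO with enzyme for no effect and no enzyme wells for full effect; values of inactives mirror those of a sister screen read the other way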
mIAP act = activators of mouse IAP, primary screen, biochemical, luminescence, uHTS. activation factor at 10 µM. actives 0.24% (n = 330,000). AID 2805, 2010. intestinal alkaline phosphatase [Mus musculus]. muIAP, CDP-Star luminescence, 30 min; hits give high values; 1 = vehicle-only enzyme signal, 0 = enzyme-free wells;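 active means activation factor of at least 2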; further: the source names both 10 and 20 µM as test concentration; values of inactives mirror those of a sister screen read the other way
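also added = chemiluminescent substrate CDP-Star | test system = mouse IAP enzyme | signal = chemiluminescence readout | compound = DMSO-dissolved test compounds | incubation = 30 min at room temperature | benchmarks = DMSO wells, no-enzyme wells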
APOBEC3G inh = APOBEC3G DNA deaminase inhibitors, primary screen, biochemical, fluorescence, single-stranded DNA substrate, uHTS | DNA dC->dU-editing enzyme APOBEC-3G (Homo sapiens), Q9HC16 | recombinant A3G, ssDNA deamination FAM/TAMRA fluorescence | inhibition, % at 20 µM | actives 0.28% (n = 330,000) | AID 493012, 2011;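 active means inhibition of at least 40% at 20 µM, with no more than 30% in the related APOBEC3A deaminase screen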;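 further: plate controls were DMSO wells with A3G for no effect and wells lacking A3G enzyme for full effect; some compounds called inactive have numbers as strong as hits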
Target sequence (Q9HC16 whole entry, looked up): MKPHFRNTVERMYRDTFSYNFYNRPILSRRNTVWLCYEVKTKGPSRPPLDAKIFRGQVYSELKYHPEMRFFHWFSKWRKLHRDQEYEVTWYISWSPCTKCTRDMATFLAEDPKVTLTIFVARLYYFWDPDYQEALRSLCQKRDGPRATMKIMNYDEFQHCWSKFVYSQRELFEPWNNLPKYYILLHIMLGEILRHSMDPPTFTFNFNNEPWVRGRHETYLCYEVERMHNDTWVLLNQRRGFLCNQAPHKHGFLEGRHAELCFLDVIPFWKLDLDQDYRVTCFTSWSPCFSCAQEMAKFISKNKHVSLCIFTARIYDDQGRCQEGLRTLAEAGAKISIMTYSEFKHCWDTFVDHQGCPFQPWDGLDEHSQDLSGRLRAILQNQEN
hIAP inh = human IAP inhibitors, primary screen, biochemical, luminescence, uHTS | purified IAP, CDP-Star luminescence, 30 min | AID 2544, 2010 | Intestinal-type alkaline phosphatase (Homo sapiens), P09923 | inhibition, % at 10 µM | actives 0.12% (n = 330,000);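 active means inhibition reaching a set limit with compound at 10 µM in the primary screen, cut at about 35% in these data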;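 further: plate controls were DMSO wells with enzyme for no effect and no-enzyme buffer wells for full effect; values of inactives mirror those of a sister screen read the other way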
Target sequence (P09923 whole entry, looked up): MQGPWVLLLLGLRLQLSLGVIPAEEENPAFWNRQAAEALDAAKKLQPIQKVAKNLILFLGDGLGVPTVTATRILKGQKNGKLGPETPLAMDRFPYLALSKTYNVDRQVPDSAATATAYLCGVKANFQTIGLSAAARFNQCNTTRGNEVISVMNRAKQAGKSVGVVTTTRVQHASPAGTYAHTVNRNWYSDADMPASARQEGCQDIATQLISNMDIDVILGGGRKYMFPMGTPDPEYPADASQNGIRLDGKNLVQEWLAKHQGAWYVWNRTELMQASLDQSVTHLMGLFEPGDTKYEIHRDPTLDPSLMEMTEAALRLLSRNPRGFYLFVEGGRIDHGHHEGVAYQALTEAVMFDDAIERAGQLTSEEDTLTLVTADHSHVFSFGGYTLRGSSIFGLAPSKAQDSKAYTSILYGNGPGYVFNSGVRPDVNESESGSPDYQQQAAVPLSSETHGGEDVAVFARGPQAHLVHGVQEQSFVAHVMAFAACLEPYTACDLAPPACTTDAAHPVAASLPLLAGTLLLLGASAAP
APOBEC3A inh = APOBEC3A ssDNA deaminase inhibitors, primary screen, selectivity assay for APOBEC3G inhibitor project, biochemical, FAM/TAMRA oligo cleavage fluorescence. DNA dC->dU-editing enzyme APOBEC-3A (Homo sapiens), P31941. recombinant A3A, FAM/TAMRA ssDNA deamination fluorescence. inhibition, % at 20 µM. actives 0.41% (n = 330,000). AID 493011, 2011;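 active means at least 40% inhibition at 20 µM here, with at most 30% in a related deaminase screen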;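 further: plate controls were A3A with DMSO for no effect and wells lacking A3A enzyme for full effect; some results filed as inactive read as strong as hits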
beta cell repl = inducers of MIN6 beta-cell proliferation, primary screen, ATP luminescence, uHTS; MIN6 cells proliferation, ATPlite luminescence, 48 h; cells starved in 0.2% serum; 100% = growth in 10% serum; proliferation, % at 10 µM; actives 0.29% (n = 330,000); AID 2380, 2010;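 active means compounds whose signal lies at least 3.5 SD above the mean of all wells on their plate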;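 further: 0% = DMSO-treated cells in low-serum medium and 100% = 10% serum control; some compounds called inactive have numbers as strong as hits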
SENP1 FRET inh = human SENP1 catalytic domain inhibitors, primary screen, biochemical, FRET, uHTS; inhibition, % at 10 µM; Sentrin-specific protease 1 (Homo sapiens), Q9P0U3; actives 0.21% (n = 360,000); recombinant SENP1 catalytic domain, CyPet-SUMO1-YPet FRET cleavage;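 active means inhibition at least 30% at 10 µM, raw YFP signal under a set limit, fluorescence ratio 0.5 to 1.5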;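 further: 0% = enzyme with DMSO and 100% = no enzyme wells; some results filed as inactive read as strong as hits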
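Material: hSENP1 catalytic domain, recombinant; medium: Tris pH 8 with BME, BSA, NP40 and catalase; compound: single concentration of 10 µM compound, 0.5% DMSO final; technique: FRET read of cyan and yellow fluorescence; timing: 50 min enzyme reaction, room temperature, light-protected; reagent: SFCypet-SUMO1-SFYpet substrate at 25 nM; control set: no-enzyme low, enzyme-DMSO high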
hIAP act = human IAP activators, primary screen, biochemical, luminescence, uHTS | Intestinal-type alkaline phosphatase (Homo sapiens), P09923 | purified human IAP, CDP-Star luminescence, 30 min; hits give high values; 1 = vehicle-only enzyme, 0 = enzyme-free background | activation factor at 10 µM | actives 0.16% (n = 330,000);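 active means activation factor of the enzyme at least 2-fold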; further: the source names both 10 and 20 µM as test concentration; values of inactives mirror those of a sister screen read the other way
Starred values were filed as active, the others as inactive; / = not tested or not shown. Only part of the results is shown, so the mix of outcomes need not match the whole.

1) CC(Nc1n[nH]c(=S)[nH]c1=O)C(=O)OCc1ccccc1 (stereo not given)
2) CCOC(=O)N1CCN(S(=O)(=O)c2ccc3c(c2)CCN3C(=O)C2CCC2)CC1
3) CC(C)NC(=S)NC(c1ccccc1)(c1ccccc1)c1ccccc1
4) O=C(O)Cc1cccc2ccccc12
5) Cn1ccc(C(=O)NC(=S)Nc2ccc([N+](=O)[O-])cc2O)n1
6) COc1ccc(-c2nnn(CC(=O)N(CCO)C(C(=O)NC3CCCC3)c3ccc(F)cc3)n2)cc1 (stereo not given)

assay / compound,1,2,3,4,5,6
NALP3 yeast inh,6,10,-30,-7,26,8
mIAP block,4,-6,5,-4,23,-8
mIAP act,0.96,1.1,0.95,1,0.77,1.1
APOBEC3G inh,-8,-2,-7,1,2,-9
hIAP inh,0,8,-21,5,-13,-4
APOBEC3A inh,-5,-2,-6,2,-5,-7
beta cell repl,-1,0,-6,0,-5,1
SENP1 FRET inh,1,1,3,-3,1,0
hIAP act,1,0.93,1.2,0.95,1.1,1

7) Cc1occc1C(=O)n1nnc2ccccc21
8) CC#CCN(Cc1ccco1)C(=O)c1ccc(OC2CCN(Cc3ccccn3)CC2)cc1
9) COC(=O)C1=C(C)NC(=O)NC1c1ccsc1 (stereo not given)
10) CC(C)Oc1ccc(/C(O)=C2/C(=O)C(=O)N(CCN3CCOCC3)C2c2ccccc2)cc1 (stereo not given)
11) CCn1nc(NC(=O)c2cccnc2)c2cc3cccc(C)c3nc21
12) CCc1c(C)nc2ncnn2c1N1CCCC(C(=O)NCc2cccs2)C1 (stereo not given)

assay / compound,7,8,9,10,11,12
NALP3 yeast inh,-17,29,11,6,27,9
mIAP block,11,2,3,4,-12,1
mIAP act,0.89,0.97,0.97,0.96,1.1,0.99
APOBEC3G inh,-8,4,3,-8,0,-6
hIAP inh,4,-43,-5,-16,-14,6
APOBEC3A inh,2,-7,4,-4,3,4
beta cell repl,-2,-3,-1,-2,-3,-2
SENP1 FRET inh,/,-8,3,-1,-22,3
hIAP act,0.96,1.4,1.1,1.2,1.1,0.94

Results in sequence from above:
Compounds 7 to 12 in mIAP block, in turn: 11, 2, 3, 4, -12, 1

Complete entries, quoted from the list:
Cc1occc1C(=O)n1nnc2ccccc21 is listed with NALP3 yeast inh: -17; mIAP block: 11; mIAP act: 0.89; APOBEC3G inh: -8; hIAP inh: 4; APOBEC3A inh: 2; beta cell repl: -2; SENP1 FRET inh: /; hIAP act: 0.96
CC#CCN(Cc1ccco1)C(=O)c1ccc(OC2CCN(Cc3ccccn3)CC2)cc1 is listed with NALP3 yeast inh: 29; mIAP block: 2; mIAP act: 0.97; APOBEC3G inh: 4; hIAP inh: -43; APOBEC3A inh: -7; beta cell repl: -3; SENP1 FRET inh: -8; hIAP act: 1.4

Remaining list, next part
13) Cc1c(O[C@@H]2O[C@H](CO)[C@@H](O)[C@H](O)[C@H]2O)c(CO)c(O[C@@H]2O[C@H](CO)[C@@H](O)[C@H](O)[C@H]2O)c2c1O[C@@H](c1ccccc1)C[C@@H]2O
14) COCCN1CC(=O)N2C(c3cccc(C)c3)c3[nH]c4ccccc4c3C[C@H]2C1=O (stereo not given in full)
15) O=S(=O)(c1ccc(-c2cnc(C3CC3)o2)cc1)N1CCN(c2ccccc2)CC1
16) NC(=O)CC(NC(=O)Cc1ccc(Br)cc1)c1ccc(NCC2CC2)c([N+](=O)[O-])c1 (stereo not given)
17) COCCN(CC(=O)NCc1ccccc1)C(=O)CCC(=O)Nc1ccccn1
18) COc1ccc(NC(=O)c2[nH]c(C)c(C(C)=O)c2C)cc1Cl

assay / compound,13,14,15,16,17,18
NALP3 yeast inh,13,19,19,23,5,2
mIAP block,-1,-6,14,18,-9,-6
mIAP act,1,1.1,0.86,0.82,1.1,1.1
APOBEC3G inh,-4,-7,-4,-5,-1,-2
hIAP inh,2,-17,-14,3,1,0
APOBEC3A inh,4,-4,1,-3,2,-2
beta cell repl,-3,-2,-3,-5,0,2
SENP1 FRET inh,1,-9,1,7,-1,1
hIAP act,0.98,1.2,1.1,0.97,0.99,0.99

19) CC(C)CC(=O)Nc1nnc(-c2ccco2)s1
20) Cc1ccc(C(=O)Cn2c(C(=O)/C=C/c3ccccc3)nc3ccccc32)cc1
21) CCOC(=O)[C@H]1[C@H]2COc3cc(OC)ccc3[C@@H]2N2C(=O)c3c(C)cc(C)cc3NC(=O)[C@@]12C
22) COc1cccc(C(=O)NC2CC3CCCC(C2)N3Cc2ccc(C)cc2)c1 (stereo not given)
23) COc1ccc(C(=O)NCC(=O)OCC(=O)NC23CC4CC(CC(C4)C2)C3)cc1
24) Cc1cc(O)c(S(=O)(=O)c2ccccc2)c(C)c1NS(=O)(=O)c1ccccc1

assay / compound,19,20,21,22,23,24
NALP3 yeast inh,30,-5,19,14,18,2
mIAP block,22,0,4,-12,5,-4
mIAP act,0.78,1,0.96,1.1,0.95,1
APOBEC3G inh,-1,-3,-4,-7,-7,-1
hIAP inh,5,3,-37,-25,-10,-13
APOBEC3A inh,1,-4,0,-5,-3,-8
beta cell repl,-3,-5,1,-2,-5,-6
SENP1 FRET inh,5,-1,0,1,2,-5
hIAP act,0.95,0.97,1.4,1.2,1.1,1.1

25) Cc1cccc(N(C(=O)c2csnn2)C(C(=O)NC2CCCC2)c2ccncc2)c1 (stereo not given)
26) CN(C)C1(CNC(=O)C2CCC(=O)N(Cc3ccc(Cl)cc3)C2)CCCCC1 (stereo not given)
27) Cc1ccccc1NCC(=O)N/N=C/C(Br)=C/c1ccccc1
28) CC(=O)Nc1ccc(NC(=O)C(C)OC(=O)CCCOc2ccc(Cl)cc2C)cc1 (stereo not given)
29) O=C(O)[C@]1(S(=O)(=O)c2ccccc2)C[C@@H]2ON=C(c3cccc(Br)c3)[C@@H]2C1
30) O=[N+]([O-])C(=C1Nc2ccccc2N1)C(Cl)=C(Cl)Cl

assay / compound,25,26,27,28,29,30
NALP3 yeast inh,10,6,10,27,11,32
mIAP block,-15,-12,-2,-14,9,7
mIAP act,1.1,1.1,1,1.1,0.91,0.93
APOBEC3G inh,0,-3,-1,-5,0,18
hIAP inh,-20,-17,-22,17,0,18
APOBEC3A inh,-3,-1,-1,5,2,3
beta cell repl,-2,-5,-4,3,-6,-6
SENP1 FRET inh,2,3,-2,2,3,-7
hIAP act,1.2,1.2,1.2,0.83,1,0.82

31) O=C(OCC#CCSc1nc2ccccc2s1)c1ccco1
32) COc1ccc(NC(=S)N2CCc3ccccc32)cc1OC
33) COc1cccc(CC2(CO)CCCN(Cc3cc4ccccc4[nH]3)C2)c1 (stereo not given)
34) Cc1cc(OC(C)C(=O)Nc2cccnc2)ccc1Cl (stereo not given)
35) O=C(Nc1cc(Cl)ccc1-n1cncn1)c1cn2ccccc2n1
36) Cn1c(=O)c2c(nc(NCc3ccccc3)n2CC(=O)NCc2ccccc2)n(C)c1=O

assay / compound,31,32,33,34,35,36
NALP3 yeast inh,26,17,3,17,16,3
mIAP block,-2,-2,-4,7,-8,-6
mIAP act,1,1,1,0.93,1.1,1.1
APOBEC3G inh,-4,-3,0,-4,-1,-3
hIAP inh,5,-18,18,15,-42,-7
APOBEC3A inh,-1,-4,0,-2,-2,-6
beta cell repl,-2,1,-3,1,-6,-1
SENP1 FRET inh,-2,-1,-17,1,2,0
hIAP act,0.95,1.2,0.82,0.85,1.4,1.1

37) CCCSCCCNC(=O)c1ccc(NC(=O)C2=CSCCO2)cc1
38) COc1cc(C2NC(=O)NC(C)=C2C(C)=O)cc(OC)c1OC (stereo not given)
39) COc1ccc(C2CC(=O)C=C(O)C2)cc1 (stereo not given)
40) CCOC(=O)C1CCCN(C(=O)c2cccc(S(=O)(=O)N3CCOCC3)c2)C1 (stereo not given)
41) Cc1nc2ccccc2c(=O)n1Nc1cccc(Cl)c1
42) COc1ccc(C(=O)NC(CCSC)C(=O)NCc2nnc3ccccn23)cc1 (stereo not given)

assay / compound,37,38,39,40,41,42
NALP3 yeast inh,13,2,15,-6,10,16
mIAP block,8,4,1,6,2,-3
mIAP act,0.92,0.96,0.99,0.94,0.98,1
APOBEC3G inh,-2,-16,-5,-4,-4,-4
hIAP inh,12,16,12,3,12,-18
APOBEC3A inh,-5,-1,1,0,-6,-1
beta cell repl,-2,0,0,-2,-1,1
SENP1 FRET inh,-1,0,-1,2,0,3
hIAP act,0.88,0.84,0.88,0.97,0.88,1.2

43) C/C(COc1ccccc1)=N\NC(=O)c1nnn(-c2nonc2N)c1CSc1ccccc1
44) CC12CN3CCN(CC(C3)/C1=N/NC(=O)Nc1ccccc1)C2
45) COc1ccc(C(=O)Cn2c(NCCO)nc3ccccc32)cc1
46) COc1ccc(OCCNC(=O)CSc2ccc(C(F)(F)F)cc2[N+](=O)[O-])cc1

assay / compound,43,44,45,46
NALP3 yeast inh,18,11,7,24
mIAP block,0,-1,2,7
mIAP act,1,1,0.98,0.93
APOBEC3G inh,6,-5,-8,-5
hIAP inh,-26,-18,16,1
APOBEC3A inh,3,-3,-5,6
beta cell repl,-3,-5,2,0
SENP1 FRET inh,2,2,1,1
hIAP act,1.3,1.2,0.84,0.99

Quoted from the listing:
compound 44 | hIAP inh: -18
compound 46 | APOBEC3G inh: -5
compound 45 | NALP3 yeast inh: 7
